EWS-Fli inh = EWS/Fli-driven NR0B1 reporter inhibitors, primary screen, A673 cells, NR0B1 luciferase, luminescence, MLPCN library; viability-normalised; 350,000 compounds, 0.67% hits; AID 651661, 2012; inhibition, % at 12.6 µM;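 active = mean inhibition of at least 50% after viability correction, with every replicate also passing that limit; inconclusive = mean reaches 50% but only one of two replicates passes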;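 also: firefly luciferase signal divided by Alamar Blue viability fluorescence both relative to DMSO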
miR-122 sensor = miR-122 Renilla sensor signal increase in Huh7, primary screen, miR-122 inhibitor project, cell-based, single point, plate reader; Huh7 miR-122 Renilla luciferase sensor, 48 h; neutral wells = 0, positive control = 100; activation (reporter increase), % at 12.5 µM; 340,000 compounds, 0.3% hits;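 active = mean replicate activation score at least 90 and every replicate individually at or above 90; inconclusive = only one of the two criteria met; inactive = neither criterion met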;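 also: higher luciferase means less miR-122 activity so hits act as miR-122 inhibitors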
F508del corr = F508del CFTR correction, initial screen, CFBE line, single point; CFBE cells, YFP halide quenching; stimulated with forskolin plus potentiator P3; % fluorescence drop versus neutral controls; 350,000 compounds, 0.36% hits; activity (quench increase), % at 7.58 µM;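 active = mean added fluorescence quench of at least 8% versus neutral control, with both replicates also reaching 8%; inconclusive = only one of the mean or replicate conditions met; inactive = mean below 8% and not both replicates reaching 8%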;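 also: cells transiently co-express mutant CFTR-F508del with the halide-sensitive YFP; corrector assay measuring rescue of mutant channel to the surface after 24 h compound exposure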
GSIS activator = GLuc luminescence reporter in INS-1E cells, primary screen for activators of glucose-dependent secretion of insulin; INS-1E GLuc reporter insulin secretion, 2-3 h; activation, % at 16.6 µM; 370,000 compounds, 0.61% hits; AID 743287, 2014;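 active = lowest replicate activation of at least 40%, so every replicate reaches that level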;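 also: 0% = median of neutral control wells and 100% = median of IBMX positive control wells; some compounds called inactive have numbers as strong as hits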
PAX8 reporter = inhibitors of PAX8-driven TPO luciferase reporter, primary screen, RMG-I cells, single concentration; SteadyGlo, 24 h; inhibition, % at 12.6 µM; 360,000 compounds, 1.2% hits;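 active = mean replicate inhibition at least 60% with every replicate also reaching 60%; inconclusive = only one of the two criteria is met; inactive = mean below 60% and not all replicates reaching 60%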;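 also: luciferase light reporting Pax8 driven TPO promoter activity; plate controls were median of neutral control wells for no effect and mitoxantrone controls for full effect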
DENV2 CPE rescue = inhibitors of DENV2 cytopathic effect, primary screen, cell-based, plate reader, single concentration. 350,000 compounds, 1.7% hits. AID 651640, 2012. DENV2-infected cells, cytopathic effect rescue. CPE inhibition, % at 9.99 µM; in the data active = CPE inhibition above about 20%, passing the limit was not always enough; inconclusive = no clear call, values can overlap the other calls; tested in BHK-21 cells;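 also: 0% = median of neutral control wells and 100% = median of positive control wells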
FN deposition inh = inhibitors of fibronectin matrix deposition, primary screen, AH1F cells, Alexa488-fibronectin fluorescence, plate reader; inhibition, % at 12.6 µM; AH1F fibroblasts, overnight; 350,000 compounds, 0.086% hits; AID 743247, 2014;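 active = mean inhibition across replicates of 30% or more, regardless of how many single replicates reach that level; inconclusive = mean under 30% yet at least half of replicates reach 30%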;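 also: positive control wells lacked labelled fibronectin entirely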
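Assay system: AH1F fibroblasts / Quantity: 10000 cells per well / Medium: DMEM plus 2% serum, read in PBS / Reagent: labelled fibronectin 24 nM / Dosing: single dose, pinned / Times: 1 h cell attachment, overnight exposure to compound and label / Signal: fluorescence, ex 485 nm, em 525 nm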
Active calls of the source: *; ? = inconclusive; . = not tested or not shown; [ ] = another dose, or the depositor's remark.

nr	canonical_smiles	EWS-Fli inh	PAX8 reporter	F508del corr	DENV2 CPE rescue	FN deposition inh	miR-122 sensor	GSIS activator
1	COC(=O)NC(=S)Nc1ccc(Oc2ccc(Cl)cc2Cl)c(Cl)c1	.	38	.	.	-13	6	.
2	O=C(NCc1ccccc1Cl)c1ccc2c(c1)OCO2	-18	-49	2.2	?	-2	11	-2
3	C[C@@H]1CCCCO[C@H](CN(C)Cc2ccc(C(F)(F)F)cc2)[C@H](C)CN([C@H](C)CO)C(=O)c2cc(NS(=O)(=O)c3ccc(Cl)cc3)ccc2O1	11	99*	2.8	4	3	2[16.7 µM]	-10
4	CC(C)NC(=O)N(C)C[C@H]1Oc2c(NC(=O)Nc3ccc(F)cc3)cccc2C(=O)N([C@@H](C)CO)C[C@@H]1C	-10	-15	1.6	11	-4	11[16.7 µM]	1
5	Cc1ccc(CC2S/C(=C(/C#N)C(=O)N3CCOCC3)N(c3ccccc3)C2=O)cc1 (configuration not stated)	0	19	-3.2	-1	20	12	1
6	CCC/C=C/c1ccc(CN2C(C)C(=O)N(Cc3cn(CCOCOC)nn3)CCS2(=O)=O)cc1 (configuration not stated)	-9	-20	2.2	-8	-3	2	-8
7	CCOc1ccc2nc(NC(=O)c3cccnc3)sc2c1	-64	-115	2.1	3	-3	-5	4
8	Nc1ccccc1SCc1csc(-c2ccc(Cl)cc2)n1	8	-27	0.2	-1	2	.	-5
9	C=CCN(C(=O)CSc1nc2ccsc2c(=O)n1Cc1ccc(C(=O)O)cc1)c1ccccc1	2	-8	-0.3	18	7	3	.
10	COCC(=O)Nc1ccc2c(c1)OC[C@@H](C)N(C(=O)c1ccncc1)C[C@@H](C)[C@H](OC)CN(C)C2=O	-13	.	-1.5	32*	2	-6[16.7 µM]	11
11	COc1ccc(Cc2nnc(NC(=O)CSc3ccc(Cl)cc3)s2)cc1OC	.	-15	.	.	-6	.	40
12	Nc1ccccc1CCc1ccccc1N	-8	6	-0.7	-5	2	-7	.
13	COc1ccc(S(=O)(=O)N(C)c2ccc(C(=O)NC3CC3)cc2)cc1	.	-2	-0.7	13	-2	.	6
14	Cc1ccc(C)c(NC(=S)NNC(=O)c2ccc(Br)o2)c1	.	.	.	.	-2	18	-11
15	CN1CCC(N(C)C(=O)c2ccc(Cl)c(S(=O)(=O)Nc3cc(Cl)ccc3Cl)c2)CC1	-3	-3	3.3	-3	3	.	-5
16	Nc1[nH]ncc1-c1ccc(Cl)cc1	4	-26	-0.1	-6	12	.	12
17	COc1cc(C(=S)N2CCOCC2)ccc1OS(=O)(=O)c1ccc(NC(C)=O)cc1	.	21	.	.	-9	.	-15
18	COc1cc(Nc2ccn3nc(-c4ccc(F)cc4)cc3n2)cc(OC)c1OC	-48	-14	1.2	1	-11	-2	3
19	Cc1nc2ccccc2n1Cc1ccc(Br)cc1	6	7	-0.1	-3	7	-6	-27
20	COCCn1c(SC(C)C(=O)NCC2CCCO2)nc2sc3c(c2c1=O)CCC3 (configuration not stated)	2	6	-0.6	20	.	-3	-8

Random excerpt: 2 records from the list.
nr	canonical_smiles	EWS-Fli inh	PAX8 reporter	F508del corr	DENV2 CPE rescue	FN deposition inh	miR-122 sensor	GSIS activator
15	CN1CCC(N(C)C(=O)c2ccc(Cl)c(S(=O)(=O)Nc3cc(Cl)ccc3Cl)c2)CC1	-3	-3	3.3	-3	3	.	-5
9	C=CCN(C(=O)CSc1nc2ccsc2c(=O)n1Cc1ccc(C(=O)O)cc1)c1ccccc1	2	-8	-0.3	18	7	3	.

The listing continues.
nr	canonical_smiles	EWS-Fli inh	PAX8 reporter	F508del corr	DENV2 CPE rescue	FN deposition inh	miR-122 sensor	GSIS activator
21	COc1ccc(C2C(C#N)=C(N)Oc3cc(O)ccc32)cc1 (configuration not stated)	5	-5	-0.2	1	11	-1	8
22	C[C@@H]1CN([C@H](C)CO)C(=O)c2cc(NC(=O)C3CC3)ccc2O[C@H]1CN(C)C(=O)Nc1ccc(F)cc1	.	-4	0.9	0	.	4[16.7 µM]	2
23	CN(C)C(=O)[C@@H]1[C@@H](CO)[C@@H]2Cn3c(ccc(-c4cccnc4)c3=O)[C@H]1N2C(=O)NC1CCCC1	-2	-4	-2.7	13	.	2[16.7 µM]	14
24	CC(/C=C/c1ccccc1)=N\Nc1nc(C)cc(C)n1	.	-3	.	.	9	-2	-3
25	CN1CCN(C(N)=NC(=O)c2ccccc2)CC1	-2	-5	.	-1	-6	.	13
26	CC1(c2ccccc2)NC(=O)N(CC(=O)N2CCN(S(=O)(=O)c3cccc([N+](=O)[O-])c3)CC2)C1=O (configuration not stated)	5	2	-0.2	13	-4	-8	-5
27	Cc1cc(C)n(CC(=O)NCCC2=CCCCC2)n1	-9	-10	-4.6	6	5	-4	-7
28	C/C(=N\NC(=O)COc1ccc(C(C)(C)C)cc1)c1ccc(N2CCOCC2)cc1	-3	1	-0.6	-5	-13	.	-7
29	CC(OC(=O)CSc1ccc([N+](=O)[O-])cc1)C(=O)NCc1ccco1 (configuration not stated)	1	0	-0.1	10	-13	.	4
30	O=C(C[C@@H]1CC[C@@H](NS(=O)(=O)c2ccccc2)[C@@H](CO)O1)NCc1ccccc1F	3	4	-1.2	-2	.	.	2
31	CC(C)NC(=O)N1CC2(C1)[C@H](c1ccccc1)[C@@H](CO)N2C(=O)C1CCC1	-7	.	1.5	1	5	.	7
32	COc1cccc(OCC(=O)O/N=C(\N)c2ccc(OC)c(OC)c2)c1	-9	-2	.	1	3	8	6
33	CN(C)C(=O)C[n+]1cccc(/C=N/O)c1	-6	10	.	8	9	-6	4
34	C=CCc1ccc(OCC(O)CO)c(OC)c1 (configuration not stated)	-16	-17	-2.7	-2	-1	.	0
35	CCCCN(C(=O)CSc1nncn1-c1ccccc1OC)c1c(N)n(Cc2ccccc2)c(=O)[nH]c1=O	-6	14	-0.5	15	5	-16	.
36	COc1ccc(C(=O)NCc2cnn(C)c2C)cc1OC1CCN(C(C)C)CC1	-5	7	4.1	6	-3	3	17
37	C[C@H]1CN([C@@H](C)CO)C(=O)Cc2cc(N(C)C)ccc2O[C@H]1CN(C)C(=O)NC1CCCCC1	5	8	-0.7	?	1	3[16.7 µM]	14
38	CC1CCC2(CC1)NC(=O)N(CC(=O)Nc1cc(S(=O)(=O)N3CCCC3)ccc1Cl)C2=O (configuration not stated)	1	-9	1.1	-7	.	11	7
39	C[C@@H]1CN([C@H](C)CO)C(=O)c2cccc(NC(=O)Nc3ccc4c(c3)OCO4)c2O[C@@H]1CN(C)C(=O)Nc1ccccc1	3	11	-0.4	11	.	28[16.7 µM]	-1
40	CC(C)CN(C(=O)COC(=O)CCc1nc2ccccc2s1)c1c(N)n(Cc2ccccc2)c(=O)[nH]c1=O	1	-6	0.5	-6	3	-7	-14
41	NS(=O)(=O)c1ccc(CCNC(=O)CN2C(=O)COc3ccc(S(=O)(=O)N4CCCC4)cc32)cc1	-3	13	3.6	1	7	5	10
42	O=C(NCC(c1ccco1)N1CCOCC1)c1ccc(C(F)(F)F)cc1 (configuration not stated)	-11	-5	-1.8	-6	3	-1	0
43	CCn1nc([N+](=O)[O-])c(C(C#N)c2nc3ccccc3n2C)c(Cl)c1=O (configuration not stated)	13	-1	.	-3	2	-18	-74
44	CC(=O)c1cccc(NC(=S)NNC(=O)c2ccc(C)c([N+](=O)[O-])c2)c1	-1	-13	-0.5	-2	-2	-4	-5
45	COc1ccc(OC)c(NC(=O)CC2SC(=Nc3ccc(F)cc3)N(CCC3=CCCCC3)C2=O)c1 (configuration not stated)	.	-11	.	.	-8	.	-2
46	CC12CCC(=O)N1C(C(=O)N1CCN(c3ccc(C(F)(F)F)cc3[N+](=O)[O-])CC1)CS2 (configuration not stated)	.	24	-0.2	15	2	.	7
47	Cn1c(=O)c(C(=O)COC(=O)c2cc(C(F)(F)F)nc3c(C(F)(F)F)cccc23)c(N)n(CC2CC2)c1=O	0	-17	-0.1	-13	-10	.	-17
48	C[C@H]1CN([C@@H](C)CO)C(=O)Cc2cc(NC(=O)CCC(F)(F)F)ccc2O[C@@H]1CN(C)Cc1ccc(C(=O)Nc2ccccc2N)cc1	-2	24	-2.5	7	-10	.	12
49	CCCC1(C(=O)OC)NC(c2ccc(OC)c(OC)c2)C2C(=O)N(c3cccc(C(C)=O)c3)C(=O)C21 (configuration not stated)	15	13	0.2	3	-4	-2	10
50	CCN(CC)c1ncnc2c1ncn2[C@H]1CN(Cc2ccc(OC)cc2)C[C@@H](CO)O1	3	-10	-1.6	5	-9	1	11
51	CC1(C(=O)Nc2ccc3c(c2)OCCO3)CCN1Cc1csc2ccccc12 (configuration not stated)	0	-4	4.5	-4	2	-3	-11
52	Cc1ccc(S(=O)(=O)NCC(=O)NC2CCCCCC2)cc1	.	.	.	.	16	-1	14
53	COCCCNC(=O)c1ccc(S(=O)(=O)c2ccc(Cl)cc2)c(NC(C)=O)c1	-12	2	3.5	-4	0	-1	-7
54	COc1cccc(C(=O)N2CCN(C(=O)c3ccc(-c4ccccc4)cc3)CC2)c1OC	4	16	0.2	10	.	-2	11
55	CC(=O)/C(N=Nc1ccc(OC(F)(F)F)cc1)=C(\C)O	2	-18	0.5	4	16	.	.
56	COc1cccc(NC(=O)NNC(=O)CN2C(=O)COc3ccccc32)c1	-12	-2	-5.6	-3	-4	1	4
57	COc1ccccc1C(=O)C(=O)c1ccccc1OC	0	-17	-1.9	-2	.	-1	15

Compound profiles (already shown). Screens in order: EWS-Fli inh | PAX8 reporter | F508del corr | DENV2 CPE rescue | FN deposition inh | miR-122 sensor | GSIS activator
`COc1cccc(NC(=O)NNC(=O)CN2C(=O)COc3ccccc32)c1` as listed: -12 | -2 | -5.6 | -3 | -4 | 1 | 4
`CCn1nc([N+](=O)[O-])c(C(C#N)c2nc3ccccc3n2C)c(Cl)c1=O` (configuration not stated) as listed: 13 | -1 | . | -3 | 2 | -18 | -74
`CCN(CC)c1ncnc2c1ncn2[C@H]1CN(Cc2ccc(OC)cc2)C[C@@H](CO)O1` as listed: 3 | -10 | -1.6 | 5 | -9 | 1 | 11
`Cc1ccc(S(=O)(=O)NCC(=O)NC2CCCCCC2)cc1` as listed: . | . | . | . | 16 | -1 | 14
`C[C@H]1CN([C@@H](C)CO)C(=O)Cc2cc(NC(=O)CCC(F)(F)F)ccc2O[C@@H]1CN(C)Cc1ccc(C(=O)Nc2ccccc2N)cc1` as listed: -2 | 24 | -2.5 | 7 | -10 | . | 12

From PubChem BioAssay
